# Screens from PubChem.
# JMJD2E inh – inhibitors of human JMJD2E histone demethylase; B2RXH2; JMJD2E catalytic domain, FDH-coupled NADH fluorescence (FDH is formaldehyde dehydrogenase); Potency, µM (top dose mostly 57.1 µM), without a hit: at the top dose activity change, negative = inhibition, usual class: inhibitors; 230,000 tested, 1.6% active; AID 2147; active = well fitted inhibition curve with a large enough effect, not every such curve was filed as active; inconclusive = small, poorly fitted or top-dose-only effect, or another doubt; inactive = no such curve, though single readings can be large or run the other way;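 also: 0% = wells with enzyme and -100% = buffer wells without enzyme; nearly all actives have a fitted effect of over 50% in size; many of its hits are not listed in these tables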
# SMN2 splice up – enhancers of SMN2 splice variant expression. HEK293 SMN2-luciferase splicing reporter, luminescence, 30-36 h. Potency, µM (series often up to 46.1 µM), for the others: at the top dose activity change, positive = activation, actives largely listed as activators. 210,000 tested, 2.8% active; also: % of control where 0% means no effect; nearly all actives have a fitted effect of over 55% in size
#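 HEK293 cells carry an SMN2 […]–luciferase reporter in which exon 7 inclusion puts luciferase in frame. Cells were plated 10-12 h before compound addition, then incubated 30-36 h at 37C. ONE-Glo luminescence was read; sodium butyrate at 4.5 mM final served as control.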
# TRb SRC2 PPI – disrupts binding of human TR beta to SRC2; P10828; TRbeta-SRC2 peptide binding, fluorescence polarization; receptor liganded with 1 µM T3; Potency, µM (titrated, usually from 106 µM), inactives show at the top dose activity change, negative = inhibition, usual class: inhibitors; 280,000 tested, 0.065% active;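 also: plate controls were bound peptide for no effect and peptide without receptor for full effect; nearly all actives have a fitted effect of over 50% in size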
# Target sequence (P10828 whole entry, looked up): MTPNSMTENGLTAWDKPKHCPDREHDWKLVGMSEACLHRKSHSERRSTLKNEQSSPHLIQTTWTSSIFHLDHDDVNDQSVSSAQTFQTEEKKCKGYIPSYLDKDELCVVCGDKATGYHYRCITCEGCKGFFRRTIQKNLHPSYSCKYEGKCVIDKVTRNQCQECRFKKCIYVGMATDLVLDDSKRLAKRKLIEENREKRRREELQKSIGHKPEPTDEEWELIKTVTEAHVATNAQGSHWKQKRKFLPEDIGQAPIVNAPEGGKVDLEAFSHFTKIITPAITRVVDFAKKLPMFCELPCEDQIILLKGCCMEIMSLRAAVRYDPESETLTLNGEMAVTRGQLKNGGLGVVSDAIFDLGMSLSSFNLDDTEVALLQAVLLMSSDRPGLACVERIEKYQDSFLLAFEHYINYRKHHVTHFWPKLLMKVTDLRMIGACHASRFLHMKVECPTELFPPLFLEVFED
#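 Human TRb ligand-binding domain (0.6 uM) is mixed with 20 nM Texas Red SRC2 peptide and 1 uM T3; after compound addition and 5 hr at ambient temperature, polarization is measured and normalized to unbound and bound controls.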
# GoLoco inh red – inhibitors of human Gai1-RGS12 GoLoco interaction (red fluorophore) | AID 880 | P63096 | Potency, µM (top dose mostly 61.6 µM), for inactives: at the top dose activity, negative = inhibition, hits mostly inhibitors | Gai1:RGS12 GoLoco peptide FP, rhodamine, 10 min | 230,000 tested, 0.44% active; active = well fitted inhibition curve with a large enough effect, not every such curve was filed as active; inactive = no such curve, though single readings can be large or run the other way; also: % is scaled to controls: 0 for no effect and ±100 for the full control effect; nearly all actives have a fitted effect of over 30% in size; many of its hits are not listed in these tables
# Target sequence (P63096 whole entry, looked up): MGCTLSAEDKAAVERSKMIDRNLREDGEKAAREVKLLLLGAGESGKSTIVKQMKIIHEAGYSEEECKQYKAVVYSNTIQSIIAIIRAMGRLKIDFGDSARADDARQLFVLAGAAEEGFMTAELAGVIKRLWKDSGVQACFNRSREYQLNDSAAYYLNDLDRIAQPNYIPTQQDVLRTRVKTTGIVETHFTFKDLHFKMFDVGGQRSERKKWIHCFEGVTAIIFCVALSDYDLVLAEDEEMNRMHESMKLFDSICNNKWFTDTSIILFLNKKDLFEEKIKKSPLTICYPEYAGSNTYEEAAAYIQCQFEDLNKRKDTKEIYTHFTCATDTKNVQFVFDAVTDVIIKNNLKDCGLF
# TexasRed fluor – counter-screen for TRb-SRC2 inhibitors: fluorescence interference; Potency, µM (highest dose often 106 µM), for inactives: top-dose fluorescence change, negative = quenching; 280,000 tested, 0.29% active; AID 1479; TRb/SRC2 Texas Red total fluorescence interference; active = well fitted curve in either direction with a large enough effect; inconclusive = small, poorly fitted or top-dose-only effect; also: % is scaled to controls: 0 for no effect and ±100 for the full control effect
#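 Human TRβ ligand-binding domain (0.6 uM) and Texas Red SRC2 peptide (20 nM) in Tris buffer with 1 uM T3 and 5% DMSO were incubated with pinned compound for 5 hr at ambient temperature. Total fluorescence was computed as S + 2P (555/632 nm).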
# Lamin A splicing – changes lamin A minigene splicing in HeLa cells | 200,000 tested, 0.01% active | Potency, µM (top dose mostly 46.1 µM), inactives show at the highest dose ratio change, negative = inhibition, usual class: inhibitors | AID 1487 | HeLa LMNA splicing GFP/RFP minigene ratio, 48 h; active = well fitted inhibition curve with a large enough effect in the signal ratio, with a control signal flat, not every such curve was filed as active; inconclusive = small, poorly fitted or top-dose-only effect, or effect the other way, or a change in a side signal; the % refers to the signal ratio; also: % is scaled to controls: 0 for no effect and ±100 for the full control effect
#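 Read-out is the ratio of GFP to DsRed2 object intensity, acquired by 488 nm laser-scanning cytometry on HeLa lamin A-EGFP minigene reporter cells. Compound incubation 48 hrs at 37 °C in Opti-MEM with 2% FBS; DMSO 0.5% final.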
# RECQ1 inh – inhibitors of human RECQ1 DNA helicase; Potency, µM (series often up to 57.3 µM), for the others: at the top dose activity, negative = inhibition, hits mostly inhibitors; RECQ1 DNA unwinding, red fluorescence kinetic read; P46063; AID 2549; 240,000 tested, 0.54% active;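 also: plate controls were vehicle for no effect and no enzyme for full effect; nearly all actives have a fitted effect of over 30% in size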
#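 RECQ1T1 50 nM; forked duplex (20 bp + 30-nt ss tails) 200 nM, ATP 2 mM final; pH 8.0, 2 mM MgCl2, 2.5 ug/ml poly(dI-dC); 15 min compound preincubation; discontinuous kinetic read over 2 h at RT.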
# ALDH1A1 block – blocks purified human ALDH1A1 activity | Purified ALDH1A1, NADH fluorescence, propionaldehyde substrate | Potency, µM (series often up to 75.3 µM), inactives show at the highest dose activity, negative = inhibition, most hits filed as inhibitors | 220,000 tested, 7.3% active; active = well fitted inhibition curve with a large enough effect, not every such curve was filed as active; inconclusive = small, poorly fitted or top-dose-only effect, or another doubt; inactive = no such curve, though single readings can be large or run the other way;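 also: plate controls were no enzyme wells and a reference inhibitor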
# An asterisk follows results filed as active; i = inactive; ? = inconclusive; · = not tested or not shown; & = joins results of further samples; [ ] = dose if it differs, or a comment. Unless noted, calls follow the shape of the dose curve; as a rule, active = well fitted curve in the direction sought with a large enough effect; inconclusive = small, poorly fitted or top-dose-only effect, or another doubt; inactive = no such curve, though single readings can be large; an effect the other way counts as inactive or inconclusive. Potency is read from the fitted curve at half-maximal effect. Not all compounds are listed; count on the stated rates, not on these rows.
# Below each compound: Lamin A splicing | TexasRed fluor | RECQ1 inh | SMN2 splice up | JMJD2E inh | GoLoco inh red | TRb SRC2 PPI | ALDH1A1 block
> CN(C)c1ccc(N2CC(C)(C)C2=O)cc1
    3%[46 µM] | 0% | -2% | 21% | 6% | -20% | -2% | -5%
> O=C(Nc1ccc(N2CCOCC2)cc1)c1cccc(S(=O)(=O)N2CCCC2)c1
    -19% | 2% | -2% | -38%[inhibitor] | -2% | -24% | -16% | ?
> O=C(c1csnn1)N1CCC2(CCN(Cc3ccccc3)CC2)CC1
    · | · | -7% | 2% | · | 9% | · | 0%
> CCn1c(SCC(=O)Nc2nccs2)nnc1-c1ccc(S(=O)(=O)N2CCCCC2)cc1
    ? | -1% | i | · | -5% | -7% | -16% | ?
> COc1ccc(-c2nnn(CC(=O)N(CCO)C(C(=O)NC3CCCC3)c3ccncc3)n2)cc1 (stereo not given)
    ? | -6% | -12% | · | -5% | 8% | -3% | 4%
> O=C(Nc1ccccc1)Oc1cccc(Br)c1
    · | -1% | -10% | · | -3% | -6% | 0% | ·
> CCn1c(C(=O)NCc2ccccn2)cc2sccc21
    -7% | 0% | -3% | -9% | 1% | -3% | 8% | 6%
> Cc1cc(NC(=O)C2CCCC2)nc2c1c(=O)oc1ccccc12
    1% | -7% | -6% | 9% | -6% | 15% | -6% | 14µM*
> COc1ccc(NC(=O)/C(C#N)=C/c2c(C)nn(-c3ccc(F)cc3)c2Cl)cc1OC
    ? | 4% | -1% | · | -3% | 20% | 7% | 1%
> CC(C)(C)c1ccc(-c2noc(CCC(N)=O)n2)cc1
    2% | 1% | -14% | -43%[inhibitor] | 7% | 2% | 4% | -6%
> CCN(C(=S)NC(=O)CCc1ccccc1)c1ccccc1
    10% | -3% | 0% | -28% | -3% | 52%[activator] | 2% | ?
> Cc1ccc(-n2ncc(C(=O)Nc3cc(Cl)cc(Cl)c3)c2C2CCNCC2)cc1C
    -8%[9.22 µM] | -2% | -4% | -81%[inhibitor] | -8% | -3% | -3% | ?
> Cc1ccc(S(=O)(=O)N2CCCC2C(=O)Nc2ccc(O)cc2)cc1 (stereo not given)
    -23% | -2% | -2% | -1% | 1% | -2% | -4% | -2%
> COc1ccc(NC(=O)n2nc(OC(=O)c3cccs3)cc2N)cc1
    · | -2% | -7% | · | 8% | 1% | -2% | ?
> COc1cccc(C(=O)Nc2cc(Cl)c(O)c(Cl)c2)c1
    · | -1% | -3% | · | -2% | -31% | -2% | ·
> CC(Sc1nnnn1-c1ccc(O)cc1)c1nc2ccccc2c(=O)[nH]1 (stereo not given)
    · | -2% | 9% | · | 0% | 7% | -1% | ·
> O=C(Cn1nnc(-c2ccccc2)n1)N/N=C/c1cc([N+](=O)[O-])ccc1O
    -11% | 8% | -10% | · | -3% | 18% | 8% | ?
> COc1cccc(C(=O)Nc2cccc(C(=O)N3CCOCC3)c2)c1
    7% | 0% | -11% | 6% | 4% | -3% | -2% | -5%
> Cc1csc(NC(=O)C(Cc2ccccc2)n2cccc2)n1 (stereo not given)
    -4% | 0% | -2% | -13% | -6% | 0% | 4% | -4%
> Cc1cccc(N=N/C(=C\O)C(=O)c2ccc(Br)cc2)c1
    ? | -2% | -4% | -94%[inhibitor] | -1% | 5% | -5% | ?
> CCn1cc(C2C3=C(CC(C)(C)CC3=O)N(c3ccccc3)C3=C2C(=O)CC(C)(C)C3)c(C)n1
    -8% | -2% | -6% | ? | ? | 1% | -2% | -10%
> S=c1nc(C23CC4CC(CC(C4)C2)C3)nc2sccn12
    ? | 0% | i | 8% | -9% | 10% | 1% | ?
> COc1ccc2c(c1)C(NC(C)=O)C(=O)N2C (stereo not given)
    2% | -2% | -1% | -7% | 3% | -4% | 1% | 1%
> COc1ccc(NC(=O)c2ccc(Cl)nc2)cc1S(=O)(=O)N1CCCCC1
    -3%[46 µM] | 0% | -4% | -25% | 0% | 9% | -1% | 4%
> COc1ccc(CN(C(=S)Nc2ccccc2)C2CC(=O)N(c3ccc(F)cc3)C2=O)cc1 (stereo not given)
    ? | -2% | -7% | · | -9% | · | -6% | -9%
> O=C(O)/C=C/C(=O)Nc1ccc2nccnc2c1
    · | -3% | 3% | 42% | ? | -2% | -2% | ?
> O=C(c1ccc([N+](=O)[O-])cc1)N(Cc1ccc(Cl)cc1)N1C(=O)CCCC1=O
    -1% | -4% | -10% | 1% | 2% | -2% | -4% | 13%
> COc1cc(NC(=O)CSc2nccc(=O)[nH]2)c(C)cc1[N+](=O)[O-]
    -17%[46 µM] | 0% | i | 5% | 16% | 13% | 0% | -9%
> COc1ccc2c(c1)C1=C(CC2)C(c2ccc(C)cc2)NC(=S)N1 (stereo not given)
    · | -1% | -11% | -42%[inhibitor] | -24% | 2% | 8% | 0.4µM*
> COc1cc(C2C(C#N)=C(N)N(c3cccnc3)C3=C2C(=O)CCC3)ccc1O (stereo not given)
    5% | 8% | -2% | -11% | -6% | 94%[activator] | 4% | 9%

# Reprinted at random: 5 compounds from above
# Below each compound: Lamin A splicing | TexasRed fluor | RECQ1 inh | SMN2 splice up | JMJD2E inh | GoLoco inh red | TRb SRC2 PPI | ALDH1A1 block
> COc1ccc2c(c1)C1=C(CC2)C(c2ccc(C)cc2)NC(=S)N1 (stereo not given)
    · | -1% | -11% | -42%[inhibitor] | -24% | 2% | 8% | 0.4µM*
> CCn1c(C(=O)NCc2ccccn2)cc2sccc21
    -7% | 0% | -3% | -9% | 1% | -3% | 8% | 6%
> CC(C)(C)c1ccc(-c2noc(CCC(N)=O)n2)cc1
    2% | 1% | -14% | -43%[inhibitor] | 7% | 2% | 4% | -6%
> O=C(O)/C=C/C(=O)Nc1ccc2nccnc2c1
    · | -3% | 3% | 42% | ? | -2% | -2% | ?
> COc1cccc(C(=O)Nc2cc(Cl)c(O)c(Cl)c2)c1
    · | -1% | -3% | · | -2% | -31% | -2% | ·

# Following part
# Below each compound: Lamin A splicing | TexasRed fluor | RECQ1 inh | SMN2 splice up | JMJD2E inh | GoLoco inh red | TRb SRC2 PPI | ALDH1A1 block
> CC1CCN(S(=O)(=O)c2ccc(C(=O)Nc3nnc(-c4ccccn4)o3)cc2)CC1
    -30%[9.22 µM] | -2% | 2% | -101%[inhibitor] | 4% | 2% | -4% | ?
> CC(C(=O)O)c1n[nH]c(=O)c2ccccc12 (stereo not given)
    9% | -1% | -6% | 2% | 1% | -5% | 0% | 5%
> CCOC(=O)c1cccc(NC(=O)CCS(=O)(=O)c2ccc(Br)s2)c1
    15% | -16%&-4% | 10% | -3%&-8% | -5% | 1% | 6%&-14% | 11%
> CCOC(=O)c1c(N=CN(C)C)c(C#N)c2n1CCCC2
    -14% | 1% | -7% | 15% | -9% | 13% | -4% | -3%
> O=C(c1ccccc1)[C@@H]1[C@@H](C(=O)c2ccc(F)cc2)[C@@]2(C(=O)Nc3ccccc32)[C@H]2c3ccccc3C=CN12
    ? | -5% | -8% | · | 0% | · | -3% | 11µM*
> CC(C)c1ccc(NC(=O)COC(=O)C2=COCCO2)cc1
    16% | -1% | -2% | · | 6% | 7% | -5% | -39%
> COC(=O)c1oc(-c2ccccc2)nc1C
    · | -8% | 13% | 5% | -28% | 3% | -2% | 0%
> CCc1ccc(NC(=S)N(CCN2CCCCC2)Cc2ccco2)cc1
    ? | -2% | -4% | -9% | 0% | -1% | -3% | -9%
> O=C(O)/C=C/C(=O)N1CCN(c2cccc(Cl)c2)CC1
    5%[46 µM] | -4% | i | -7% | -4% | -1% | -5% | 5%
> COc1ccc(CN(C(=O)CSc2nnc(-c3c[nH]c4ccccc34)o2)c2ccc(F)cc2)cc1OC
    ? | -3% | -5% | -94%[inhibitor] | -10% | 6% | -10% | -13%
> COc1cccc2cc(-c3nc4ccccc4o3)c(=O)oc12
    · | -8% | i | 25% | ? | 6% | 8% | ?
> CC1CN(C(=O)COC(=O)c2cc(Cl)ccc2Cl)CC(C)O1 (stereo not given)
    · | 0% | i | 16% | 5% | 3% | -1% | 4%
> COc1ccc2oc(-c3ccccc3)c(OC)c(=O)c2c1
    · | 1% | i | · | ? | 4% | -18% | ?
> COc1ccc(-c2cc(=O)c3ccccc3o2)cc1
    ? | ? | -9% | 10µM* | ? | 10%&-1% | -12%&0% | ?
> COc1ccc(C2C(C#N)=C(SCC(=O)Nc3ccc(C)cc3)NC3=C2C(=O)CC(C)(C)C3)cc1 (stereo not given)
    4% | 1% | -12% | -24% | ? | 1% | -10% | ?
> CC(=O)N1CCC2(CCCN(Cc3nccs3)C2)CC1
    · | · | i | 1% | · | -5% | · | -6%
> NS(=O)(=O)c1ccc(CCNC(=O)CNS(=O)(=O)c2cccc(Br)c2)cc1
    · | -1% | 10% | -6% | 1% | -11% | -6% | 14%
> O=C(CSc1ccccn1)C12CC3CC(CC(C3)C1)C2
    · | -2% | i | -7% | -4% | 5% | -3% | -19%

# Part of the list above, field by field.
CCOC(=O)c1c(N=CN(C)C)c(C#N)c2n1CCCC2
  Lamin A splicing = -14%; TexasRed fluor = 1%; RECQ1 inh = -7%; SMN2 splice up = 15%; JMJD2E inh = -9%; GoLoco inh red = 13%; TRb SRC2 PPI = -4%; ALDH1A1 block = -3%

O=C(c1csnn1)N1CCC2(CCN(Cc3ccccc3)CC2)CC1
  Lamin A splicing = ·; TexasRed fluor = ·; RECQ1 inh = -7%; SMN2 splice up = 2%; JMJD2E inh = ·; GoLoco inh red = 9%; TRb SRC2 PPI = ·; ALDH1A1 block = 0%
